Bioassay records: PubChem, several laboratories
T cell HTS: modulates CD8 T cell binding to vesicles. actives 0.068% (n = 330,000). 2C CD8+ T cell-vesicle binding, flow cytometry; active compounds read low. calls only at 7 µM. AID 2052;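 active = response, share of CD8 T cells binding vesicles, and their 90th percentile fluorescence all below set limits, cut at about 80% in these data, passing the limit was not always enough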
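Material: murine 2C transgenic CD8+ T lymphocytes / Also added: QL9-peptide-loaded Drosophila micro-vesicles bearing Ld, ICAM-1 and B7-1 / Schedule: binding step 1.5 h, 37 °C, antibody labelling 20 min, ice / Signal: flow cytometry, PE anti-B7-1 (FL2) versus Alexa647 anti-CD8 (FL8), PFA-fixed / Evaluation: percent CD8+ FL2 mean versus row control / Benchmarks: naked versus QL9-loaded vesicles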
Hep lipid drop: hepatic lipid droplet formation modulation; AML12 mouse hepatocytes, oleate lipid droplets, BODIPY imaging; inhibition, % at 6.5 µM; actives 0.4% (n = 240,000); AID 1656;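 active = lipid droplet intensity inhibited by at least 50%, with more than 500 cells counted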
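Test system: AML12 hepatocytes (mouse); reagent: oleate loading, 100 µM; dosing: one dose, 6.5 µM compound; incubation: overnight exposure; signal: fluorescence imaging, 20x objective, two fields per well; read-out basis: % inhibition of corrected integrated BODIPY droplet signal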
Hep lipid drop cells 6.5 µM: second read-out of Hep lipid drop, no call of its own (marks repeat the call); cell count; measured here: cell count, cytotoxicity flag;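 cells counted across two imaged fields per well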
T cell HTS vesicle-bound %: second read-out of T cell HTS, no call of its own (marks repeat the call); double positive events, %; measured here: CD8+ vesicle-bound cell fraction;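 binding gate set so that unloaded-vesicle control wells show 10% double positive cells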
Numbers without * were called inactive; i = inactive. A portion of the library, so the mix of outcomes need not match the whole.

Values in the order – T cell HTS	T cell HTS vesicle-bound %	Hep lipid drop	Hep lipid drop cells 6.5 µM
CC1CCCN(S(=O)(=O)c2ccc(C(=O)Nc3nnc(C4CC4)o3)cc2)C1 (stereo unspecified)
 : i	53.6	0.0	862
Cc1ccccc1-c1noc(CNC(=O)c2ccco2)n1
 : i	32.5	11.5	754
CCc1csc(CCNC(=O)C2CCC(=O)N(CCOC)C2)n1 (stereo unspecified)
 : i	24.2	-4.4	734
Cn1cc(S(=O)(=O)NCc2ccc3c(c2)OCO3)c(C(F)(F)F)n1
 : i	10.1	7.7	806
Cc1ccc([C@@H]2[C@@H]3C(=O)N(c4ccccc4)C(=O)[C@@H]3[C@]3(C)C(=O)N(Cc4ccccn4)CC(=O)N23)o1
 : i	20.6	6.3	780
O=C(NC1CCCCCC1)c1ccc(CS(=O)Cc2ccccc2Cl)o1 (stereo unspecified)
 : i	19.1	0.0	692
CCOc1ccc(-n2c(SCC(=O)OC)nc3sc4c(c3c2=O)CCN(C)C4)cc1
 : i	28.1	4.9	796
O=C(N/N=C/c1ccnc2ccccc12)c1ccccc1O
 : i	39.4	-2.9	848
CCc1ccc(OCC(=O)N2CCN(c3ccccn3)CC2)c(Br)c1
 : i	69.5	6.4	834
CCOC(=O)COc1cccc(C2NC(=O)c3ccccc3O2)c1 (stereo unspecified)
 : i	66.7	2.4	827
O=C(c1ccc2nc(N3CCOCC3)sc2c1)N1CCN(c2ccc(Cl)cc2)CC1
 : i	63.4	-10.3	730
Cc1nnc(N2C(=O)C(O)=C(C(=O)c3ccco3)C2c2cccc([N+](=O)[O-])c2)s1 (stereo unspecified)
 : i	31.0	-9.8	650
O=C(NC1CCCC1)c1ccc2c(c1)N(Cc1ccc(F)cc1)CCS2
 : i	40.0	12.0	763
CC(OC(=O)c1cccc([N+](=O)[O-])c1)C(=O)NCc1ccc2c(c1)OCO2 (stereo unspecified)
 : i	2.8	-0.5	778
COC(=O)C1=C(O)/C(=C\c2ccc(OCC(=O)Nc3ccccc3OC)cc2)N=C1C
 : i	21.0	-1.9	789
COc1ccc(-n2ncc3c2CC(C)(C)CC3NC(=O)C2=CC(=O)CC(C)(C)O2)cc1 (stereo unspecified)
 : i	22.6	8.5	650
COc1ccccc1C(=O)Oc1ccc2ccc(=O)oc2c1
 : i	40.9	-8.3	767
COc1ccc(OC)c(NC(=O)C2CCCN2C(=O)NC2CCCCC2)c1 (stereo unspecified)
 : i	35.2	1.9	793
S=C(NCCN(C1CCCCC1)C1CCCC1)Nc1cccc(Cl)c1
 : i	37.3	28.3	722
COc1cc(C(=S)N2CCCC2)ccc1OCc1ccccc1
 : i	68.1	-43.7	817
CC(=O)N1c2ccc(S(=O)(=O)NCc3ccccc3Cl)cc2CC1C (stereo unspecified)
 : i	10.0	-12.3	716
COc1ccc(NC(=O)c2ccc(CN3CCc4ccccc4C3)cc2)c(OC)c1
 : i	67.9	-15.0	749
Cn1c(-c2ccc(Cl)nc2)nc2ccccc21
 : i	9.8	-2.9	834
CCCS(=O)(=O)N1CCCC(C(=O)NCCc2ccccc2)C1 (stereo unspecified)
 : i	49.2	-18.5	400
CCOc1ccc(C2NC(=O)CCC2[N+](=O)[O-])cc1 (stereo unspecified)
 : i	18.2	1.1	796
O=C(Nc1ccccc1[N+](=O)[O-])c1cccc(N2C(=O)CCC2=O)c1
 : i	68.8	-6.3	819
CC(C)(C)c1ccc(C(=O)NCc2nnc(SCC(=O)NCc3ccco3)o2)cc1
 : i	31.5	4.0	857
Cc1cc(C)c(S(=O)(=O)N2CCCC(C(=O)NCc3cccnc3)C2)c(C)c1 (stereo unspecified)
 : i	30.0	1.6	797
Cc1cccc(N2CCN(C(=O)c3ccc4c(c3)CCN4S(C)(=O)=O)CC2)c1C
 : i	12.2	-22.4	734
Cc1ccc(NC(=O)CN2C(=O)NC3(CCCC3)C2=O)c(Cl)c1
 : i	21.3	0.6	733
CC(C)(C)c1ccc(C(CC(=O)O)NC(=O)Cc2ccc(Cl)cc2)cc1 (stereo unspecified)
 : i	24.6	5.2	744
CCn1cc(S(=O)(=O)Nc2nc3ccc(OC)cc3s2)cn1
 : i	20.5	-1.8	795
Cc1cc(C)n(CC(O)COc2ccc(F)cc2)n1 (stereo unspecified)
 : i	25.6	11.5	865
CC(C)c1ccc(CNc2ncc(Br)cn2)cc1
 : i	11.1	-1.1	834
O=C(COc1ccc(Br)cc1)NCCN1CCCC1
 : i	54.9	-11.9	734
CC(C)C(=O)Nc1ccc(-c2nc3ncccc3o2)cc1
 : i	66.5	-6.5	848
COCCNC(=O)CN(C(=O)CCC(=O)Nc1ccccn1)c1ccc(C)cc1
 : i	43.0	-16.8	768
Cc1nnc(N2C(=O)C(=O)/C(=C(\O)c3ccc4c(c3)CC(C)O4)C2c2ccccc2)s1 (stereo unspecified)
 : i	57.2	-4.0	660
COc1ccc(N2CCN(C(=O)CNS(=O)(=O)c3ccc(Br)s3)CC2)cc1
 : i	32.2	-3.1	741
COc1ccc(NC(=O)c2cc(S(=O)(=O)N3CCCCC3)c[nH]2)cc1Cl
 : i	25.6	10.5	759
CN(Cc1c(C(=O)N/N=C/c2ccccc2F)nnn1-c1nonc1N)c1ccccc1
 : i	4.3	1.2	686
CN(C)S(=O)(=O)c1ccc(C(=O)NCCS(=O)(=O)N2CCN(c3ccc(F)cc3)CC2)cc1
 : i	7.7	-1.3	722
Cc1cc(Nc2ccc(N(C)C)cc2)n2ncnc2n1
 : i	57.3	0.2	843
CCOC(=O)N1CCN(C(=O)c2cc(COc3cccc(C(F)(F)F)c3)on2)CC1
 : i	40.8	-7.4	793
CC(C)CCc1c(O)nc(SCC(=O)N2CCCCCC2)[nH]c1=O
 : i	58.7	0.1	760
CC1(C)CC(O)CC(C)(C)N1CC(O)COCc1ccccc1 (stereo unspecified)
 : i	32.9	4.1	762
Nc1nc2ccc(Cc3ccncc3)cc2s1
 : i	36.3	-2.8	426
Cc1cc(C(=O)Nc2ccc(N3CCOCC3)c3nonc23)ccc1[N+](=O)[O-]
 : i	15.4	-3.9	786
COC(=O)CN(c1ccc2c(c1)OCO2)S(=O)(=O)c1c(C)[nH]c(=O)[nH]c1=O
 : i	6.2	-4.3	799
COc1ccccc1C(=O)NCCCNC(=O)c1cnccn1
 : i	14.1	-7.0	813
CCN(CC)c1nc(C(F)(F)F)nc2c1nnn2Cc1ccccc1
 : i	56.4	-4.4	836
CC(=O)N1CCCc2cc(S(=O)(=O)N3CCCC(C(=O)Nc4ccccc4C)C3)ccc21 (stereo unspecified)
 : i	13.5	-0.1	720
COc1ccc(C)cc1NC(=O)CN1C(=O)COc2ccc(S(=O)(=O)N3CCC(C)CC3)cc21
 : i	5.6	-2.7	707
NC(=O)c1cccc(-c2cccc(OC(=O)NC3CCCCC3)c2)c1
 : i	1.5	6.4	831
Cc1ccc(Cl)cc1N(C)C(=O)Cn1ncc2c([nH]c3ccccc32)c1=O
 : i	13.0	-2.7	669
COCCn1c(=O)[nH]c2cc(C(=O)Nc3nnc(C)s3)ccc21
 : i	28.0	11.5	834
CCCC(C(=O)NC(C)(C)CC)N(CC1CCCO1)C(=O)CNS(=O)(=O)c1ccc(F)cc1 (stereo unspecified)
 : i	40.6	-28.7	800
COc1cccc(N(C(=O)c2snc(C(N)=O)c2N)C(C(=O)NCc2ccccc2)c2ccc(O)cc2)c1 (stereo unspecified)
 : i	16.2	-11.7	741
O=C(NCc1ccccc1)N1CCC(Cc2ccccc2)CC1
 : i	17.1	-0.7	855
CCSc1nsc(NC(=O)Nc2ccc(F)cc2F)n1
 : i	44.6	-7.6	757

Further structures
Values in the order – T cell HTS	T cell HTS vesicle-bound %	Hep lipid drop	Hep lipid drop cells 6.5 µM
Cc1ccc(C)c(N(CC(=O)NC2CCCC2)C(=O)c2csnn2)c1
 : i	52.8	-15.2	762
COc1ccc(C)cc1Nc1n[n+](-c2ccccc2)c(-c2cc(OC)c(OC)cc2Br)s1
 : i	18.4	-12.4	690
CCOC(=O)C1=C(C)N=c2s/c(=C\c3ccc(O)c([N+](=O)[O-])c3)c(=O)n2C1c1ccccc1OC (stereo unspecified)
 : i	60.9	-5.0	814
O=C(NC(=S)NC1CCS(=O)(=O)C1)c1cccc([N+](=O)[O-])c1 (stereo unspecified)
 : i	26.2	-13.2	657
CNC(=O)/C(C#N)=C/c1c(N2CCN(c3cccc(Cl)c3)CC2)nc2c(C)cccn2c1=O
 : i	8.0	11.7	874
CC1=C(C(=O)Nc2cccc(C(=O)NC(C)C)c2)SCCO1
 : i	30.5	-3.5	821
N#Cc1ccccc1OCC(=O)NCC(c1cccs1)N1CCOCC1 (stereo unspecified)
 : i	35.5	1.8	828
Cc1ccc(Cl)cc1NC(=O)C1CC1c1ccccc1 (stereo unspecified)
 : i	20.8	-0.5	820
O=[N+]([O-])c1ccc(OCCCn2cncn2)cc1
 : i	22.1	-2.5	850
COCC1CCCN(C(=O)c2ccc3oc(C(C)C)nc3c2)C1 (stereo unspecified)
 : i	9.8	2.6	821
Cc1ccc(C)c(N2N=C(C(=O)N(CC(C)C)c3c(N)n(Cc4ccccc4)c(=O)[nH]c3=O)CCC2=O)c1
 : i	9.2	-10.7	785
COc1ccccc1CCN1CCCC(CN(C)C(=O)c2ccoc2)C1 (stereo unspecified)
 : i	29.6	-12.6	672
O=c1[nH]cnc2c1cnn2Cc1ccccc1Cl
 : i	32.2	8.6	841
COc1ccc(NC(=O)c2cc(-c3ccccc3)on2)cc1
 : i	60.1	17.1	794
O=C(CCN1C(=O)C2C3C=CC(C4CC34)C2C1=O)Nc1ccc(Cl)cc1O (stereo unspecified)
 : i	7.6	2.5	746
COc1ccc(/C=N/NC(=O)c2cc[n+]([O-])cc2)cc1
 : i	53.8	-12.3	732
CCCCN(C)Cc1cc(=O)oc2ccc3ccccc3c12
 : i	33.6	-10.0	810
Cc1ccccc1-c1nc(CN2CCC(C(=O)NCCCN3CCCC(C)C3)CC2)c(C)o1 (stereo unspecified)
 : i	7.2	-25.4	705
Cn1c2ccc(F)cc2c2nc3ccccc3nc21
 : i	69.0	0.3	744
Cc1nn(C)cc1S(=O)(=O)Nc1ccc(F)c(F)c1
 : i	17.6	7.7	862
CCCCC(CC)C(=O)Nc1ccc(S(=O)(=O)N2CCCC2)cc1 (stereo unspecified)
 : i	63.3	-0.4	837
CSc1ccc(CN(C)CC(=O)NCCc2ccccc2)cc1
 : i	33.9	-20.2	731
COC(=O)C1(C)NC(c2ccccc2OC)C2C(=O)N(c3ccccc3)C(=O)C21 (stereo unspecified)
 : i	65.8	4.1	859
Cc1ccc(N2CCCC2=O)cc1S(=O)(=O)N1CCOCC1
 : i	8.9	22.5	688
O=C1C(NS(=O)(=O)c2ccc(Br)cc2)=C(N2CCCCC2)C(=O)c2ccccc21
 : i	14.1	19.2	703
CCOc1cc(NC(=O)C2CC2)c(OCC)cc1NC(=O)c1cc(OC)c(OC)c(OC)c1
 : i	30.1	-6.1	726
O=C(COc1ccc(S(=O)(=O)N2CCOCC2)cc1)Nc1ccccc1Cl
 : i	19.6	1.7	723
O=C(Nc1ccnn1C1CCN(Cc2cccc(O)c2)CC1)C1CCCC1
 : i	33.8	5.9	781
COc1cc(C2C(C(=O)c3ccco3)=C(O)C(=O)N2c2cc(C)on2)ccc1OCc1ccccc1 (stereo unspecified)
 : i	46.8	-13.7	755
CC1CCCN(S(=O)(=O)c2ccc(NC(=O)CN3CCCCC3)cc2)C1 (stereo unspecified)
 : i	11.2	6.5	850
FC(F)(F)c1cccc(N2CCN(C3CC4CCC3C4)CC2)c1 (stereo unspecified)
 : i	53.7	-13.7	726
CC(=O)N(Cc1cc2ccccc2[nH]c1=O)c1ccc(C)cc1
 : i	55.9	-13.1	816
CCCCCCn1cc(C(=O)O)c(=O)c2cc(F)c(N3CCCCC3)cc21
 : i	58.2	-9.9	819
O=C(O)c1cc(N/N=C/c2ccc(-c3ccccc3)cc2)ccc1Cl
 : i	31.0	18.6	686

Another view of 4 compounds above.
smiles: FC(F)(F)c1cccc(N2CCN(C3CC4CCC3C4)CC2)c1 (stereo unspecified)
  T cell HTS: i
  T cell HTS vesicle-bound %: 53.7
  Hep lipid drop: -13.7
  Hep lipid drop cells 6.5 µM: 726

smiles: CC(=O)N(Cc1cc2ccccc2[nH]c1=O)c1ccc(C)cc1
  T cell HTS: i
  T cell HTS vesicle-bound %: 55.9
  Hep lipid drop: -13.1
  Hep lipid drop cells 6.5 µM: 816

smiles: CCCCCCn1cc(C(=O)O)c(=O)c2cc(F)c(N3CCCCC3)cc21
  T cell HTS: i
  T cell HTS vesicle-bound %: 58.2
  Hep lipid drop: -9.9
  Hep lipid drop cells 6.5 µM: 819

smiles: O=C(O)c1cc(N/N=C/c2ccc(-c3ccccc3)cc2)ccc1Cl
  T cell HTS: i
  T cell HTS vesicle-bound %: 31.0
  Hep lipid drop: 18.6
  Hep lipid drop cells 6.5 µM: 686
